# Bioassay records: PubChem BioAssay, National Center for Advancing Translational Sciences (NCATS)
# D2 agonist – HTS Assay for Allosteric Agonists of the Human D2 Dopamine Receptor: Primary Screen for Agonists; D(2) dopamine receptor (Homo sapiens), P14416; activation, % at 2 µM; AID 485358, 2010; 340,000 tested, 0.53% active; HEK293 T-REx D2 cells, calcium flux agonist mode;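 active = activation over 3 SD above normal in the single-dose calcium agonist read, cut at about 30% in these data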; note: 0% is about no effect
# Target sequence (P14416 whole entry, looked up): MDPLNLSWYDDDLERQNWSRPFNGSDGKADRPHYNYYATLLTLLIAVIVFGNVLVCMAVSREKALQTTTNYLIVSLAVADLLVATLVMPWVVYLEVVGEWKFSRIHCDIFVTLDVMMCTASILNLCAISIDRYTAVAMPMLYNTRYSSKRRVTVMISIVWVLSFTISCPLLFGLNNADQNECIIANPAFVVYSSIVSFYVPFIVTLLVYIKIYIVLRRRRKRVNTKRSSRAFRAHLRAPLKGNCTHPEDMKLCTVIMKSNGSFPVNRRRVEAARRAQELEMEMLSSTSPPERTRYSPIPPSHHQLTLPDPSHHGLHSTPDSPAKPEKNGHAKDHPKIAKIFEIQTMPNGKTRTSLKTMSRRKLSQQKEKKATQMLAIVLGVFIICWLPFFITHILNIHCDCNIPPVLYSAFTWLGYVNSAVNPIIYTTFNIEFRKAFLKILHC
#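 Tetracycline-induced HEK293 T-REx cells with force-coupled D2 receptor, plated overnight at 30 C, loaded with no-wash calcium dye. After a 10 s baseline, compound was pin-added and calcium flux read kinetically for 180 s; calcium rises flagged agonists.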
# D2 antagonist – HTS Assay for Allosteric Antagonists of the Human D2 Dopamine Receptor: Primary Screen for Antagonists; D(2) dopamine receptor (Homo sapiens), P14416; HEK293 TREx D2 cells, calcium flux, dopamine EC80; inhibition, % at 10 µM; 340,000 tested, 2% active; AID 485344, 2010; in the data active = inhibition above about 30%; note: 0% is about no effect
#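 In this primary screen, negative modulation is detected by tracking calcium flux after an EC80 dopamine challenge in inducible HEK293 T-REx D2 cells preexposed to test compound for 180 s.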
# TRHR agonist – qHTS for Small Molecule Agonists and Allosteric Enhancers of Human TRH Receptor: Primary Screen for Agonists; activation, % at 2 µM; AID 493084, 2011; TRHR cells, calcium flux fluo-8, FDSS agonist mode; 360,000 tested, 0.18% active; Thyrotropin-releasing hormone receptor (Homo sapiens), P34981; note: 0% is about no effect
# Target sequence (P34981 whole entry, looked up): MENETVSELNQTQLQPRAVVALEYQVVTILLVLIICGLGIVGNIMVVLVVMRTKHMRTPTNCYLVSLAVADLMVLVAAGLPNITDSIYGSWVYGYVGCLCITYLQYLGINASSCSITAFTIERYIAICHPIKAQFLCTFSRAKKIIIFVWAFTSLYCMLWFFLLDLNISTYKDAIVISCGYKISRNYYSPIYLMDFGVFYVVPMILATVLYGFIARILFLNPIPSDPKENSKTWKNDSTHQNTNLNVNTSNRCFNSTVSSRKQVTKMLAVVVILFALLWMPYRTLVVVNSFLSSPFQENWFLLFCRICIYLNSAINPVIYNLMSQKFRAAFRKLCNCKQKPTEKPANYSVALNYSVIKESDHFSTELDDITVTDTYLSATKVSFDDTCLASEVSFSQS
#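 Read-out: compound-evoked intracellular calcium rise in TRHR cells, fluo-8 dye, kinetic FDSS fluorescence at 1 s/cycle following a 10-cycle baseline. Cells cultured overnight before dye loading (30 min–1.5 h, RT).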
# TRHR enhancer – qHTS for Small Molecule Agonists and Allosteric Enhancers of Human TRH Receptor: Primary Screen for Enhancers; 360,000 tested, 0.66% active; TRHR cells, fluo-8 calcium fluorescence, EC20 TRH enhancement; enhancement, % at 2 µM; in the data active = enhancement above about 30%; note: 0% is about no effect
#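 Enhancer read-out: after compound pinning and an initial kinetic agonist-mode read, an EC20 of TRH (10 nM final) was injected and fluo-8 calcium signal (Ex 480/Em 530) followed at 1 s/cycle for 100 cycles in TRHR-expressing cells.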
# D2 potentiator – HTS Assay for Positive Allosteric Modulators of the Human D2 Dopamine Receptor: Primary Screen for Potentiators; 340,000 tested, 0.34% active; potentiation, % at 10 µM; D(2) dopamine receptor (Homo sapiens), P14416; AID 485347, 2010; HEK293 T-REx D2, calcium flux, EC20 dopamine potentiation;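 active = potentiation over 3 SD above the plate norm, cut at about 30% in these data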; note: 0% is about no effect
#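 Using a no-wash calcium dye in inducible, force-coupled HEK293 Trex cells expressing D2, we tracked fluorescence each second for 180 s after compound, then for 180 s after EC20 dopamine to detect augmented signalling.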
# RXFP1 antag – qHTS Assay for Antagonists of the Relaxin Receptor RXFP1; Relaxin receptor 1 (Homo sapiens), Q9HBX9; HEK293-RXFP1, relaxin-stimulated cAMP HTRF, 30 min; stronger effect = lower value; activity change, negative = inhibition, % at 57.5 µM; 350,000 tested, 0.59% active; AID 1259400, 2018;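 active = activity change of -60% or lower, but not beyond a set lower limit; inconclusive = change between -60% and -40%, or beyond the set limit; inactive = change above -40%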; note: % is set by controls: 0 for no effect and ±100 for the full control effect
# D1 PAM – Potentiators of Human D1 Dopamine Receptor: qHTS. HEK293 TREx D1 cells, calcium flux, dopamine EC20 potentiation. potentiation, % at 10 µM. 360,000 tested, 0.036% active; in the data active = potentiation above about 30%; note: 0% is about no effect
# D1 agonist – Allosteric Agonists of the Human D1 Dopamine Receptor: qHTS | HEK293 T-REx D1 cells, calcium flux, agonist mode | activation, % at 2 µM | 360,000 tested, 1% active | AID 504660, 2011; note: 0% is about no effect
#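 Inducible HEK293 T-REx D1 cells, force-coupled to calcium signalling, were plated at 4000 cells/well with tetracycline and held overnight at 30 C. After no-wash calcium dye loading, compound-evoked calcium rise over 180 s flagged agonists.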
# D1 antag – Antagonist of Human D 1 Dopamine Receptor: qHTS | D(1A) dopamine receptor (Homo sapiens), P21728 | HEK293 TREx D1 cells, calcium flux, dopamine EC80; stronger effect = lower value | 360,000 tested, 3.2% active | activity change, negative = inhibition, % at 10 µM; in the data active = activity change below about -30%; note: % is set by controls: 0 for no effect and ±100 for the full control effect
#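 HEK293 T-REx cells expressing inducible, force-coupled D1 receptor; no-wash Ca dye, 30–90 min RT. Cmpd → 180 s read at 1 Hz → EC80 DA → 180 s read.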
# Numbers without * were called inactive; ? = inconclusive; . = not tested or not shown. Cut-off read from the data, not from the text of the source, unless noted: active = activation above about 30%; inactive = the rest.
SMILES,D2 agonist,D2 antagonist,TRHR agonist,TRHR enhancer,D2 potentiator,RXFP1 antag,D1 PAM,D1 agonist,D1 antag
Cc1ccccc1N1CC(=O)Nc2c(oc3nc(-c4ccccc4)cc(C)c23)C1=O,-1.2,-24,-2.5,-8,5,0,6,0,-13
COc1ccccc1CNC(=O)COC(=O)[C@H](Cc1c[nH]c2ccccc12)NC(=O)c1cccs1,-0.9,-7,-0.1,13,5,-14,-2,13,-8
COc1ccc(NC(=O)c2nnn(CC(=O)Nc3ccc(C)c(C)c3)c2N)cc1OC,-1.2,.,-0.6,-1,-1,-10,13,3,-19
COc1ccc(OC)c2[nH]c(=O)c(CCNC(C)=O)cc12,0.2,2,0.1,13,-3,.,-10,2,-1
COc1ccc(CCNC(=O)CSc2nnc(-c3ccco3)c(-c3ccco3)n2)cc1OC,12,-9,0.9,1,3,.,-3,4,4
Cc1ccc(S(=O)(=O)c2nnn3c2nc(NCc2ccc4c(c2)OCO4)c2sccc23)cc1C,0.0,.,1.0,-3,1,-21,-2,4,2
CCOc1ccccc1CN1CCC(n2nccc2NC(=O)CCc2ccccc2)CC1,0.4,-19,1.9,2,4,-12,-8,10,-15
COc1ccc(CNC(=O)[C@]2(C)CCC[C@@]3(C)C4CC[C@@]5(C)C[C@]4(CCC32)CC5=O)cc1 (some centres undefined),-0.9,10,-0.6,2,-6,.,13,-3,.
CC(C)CC(C(=O)OCC(=O)c1c(N)n(C)c(=O)n(C)c1=O)N1C(=O)c2ccccc2C1=O (centres undefined),18,-11,0.7,2,-5,-1,9,1,4
O=C(CCc1ccccc1)N=C1SC2CS(=O)(=O)CC2N1Cc1ccccc1 (centres undefined),-0.3,-2,0.9,-4,-2,5,-8,9,10
CCn1c(SCC(=O)N2CCCc3ccccc32)nnc1-c1ccco1,0.4,-12,0.2,4,-1,-2,0,0,0
COC(=O)c1ccc2c(c1)C(C)(C)C(/C=C/c1ccc(O)cc1)=[N+]2C,13,-11,11,-2,-4,?,0,20,-6
Cc1ccc(S(=O)(=O)/N=C(/Nc2nc(C)cc(C)n2)N2CCOCC2)cc1,1.3,0,0.5,4,-6,5,-2,2,14
O=C(O)C1CSCN1S(=O)(=O)c1cccc2nsnc12 (centres undefined),0.8,-21,0.1,2,2,-7,2,1,5
CCOC(=O)c1c(NC(=O)c2cc(C)on2)sc(C)c1C,-0.9,.,0.1,-1,8,-7,0,2,-18
Cc1ccccc1C(=O)NC[C@@H]1CCCN2CCCC[C@H]12,4.6,-3,0.6,3,-1,6,-7,3,11
COc1ccc(Cl)cc1NC(=O)CC(C)c1ccccc1 (centres undefined),0.3,7,-0.3,-3,3,-11,-5,1,1
O=C(c1cc2cc([N+](=O)[O-])ccc2oc1=O)N1CCN(C2CCCCC2)CC1,.,.,-1.5,0,.,-2,0,-1,-3
COc1ccccc1-c1noc(-c2ccc(NCc3cccnc3)c([N+](=O)[O-])c2)n1,-0.6,.,-0.4,4,-1,.,-4,1,-19
COc1ccc(CCNC(=O)COc2ccc(S(=O)(=O)N3CCCC3)cc2)cc1,-0.2,29,0.2,3,1,3,-1,-1,5
COc1cc(OC)c(OC)cc1/C=C/c1nc2cc3ccccc3cc2c(=O)n1-c1ccc(Cl)cc1,0.1,.,8.3,-3,-9,-5,-3,23,-2
COc1cc2[nH]c(=O)n(CCC(=O)NC3CCCC3)c(=O)c2cc1OC,-0.1,22,0.2,-3,-13,-12,-1,2,5
CC(Sc1nnc(C(F)(F)F)n1C)C(=O)Nc1ccc(S(N)(=O)=O)cc1 (centres undefined),1.6,-7,-0.2,-1,-2,14,-2,4,3
CC(=O)Nc1nc2cc3c(cc2s1)OCO3,-1.1,-2,-0.9,13,-18,-7,-2,2,0
CC(C)Cn1c(N)c(C=O)c(=O)[nH]c1=O,1.9,1,0.9,-1,8,-3,-3,5,11
Nc1nnc(SCC(=O)Nc2ccccc2C(F)(F)F)s1,-1.9,.,-0.7,8,8,-12,-3,0,-7
COC(=O)CCN(C(=O)c1ccc(N2CCCC2)c([N+](=O)[O-])c1)c1ccccn1,19,-10,0.0,5,7,6,7,7,-5
Cc1ccc(-c2onc(C)c2C)cc1S(=O)(=O)N1CCCCC1,.,.,-0.1,1,-4,-14,-2,3,18
CN1CCN(CCNC(=O)c2cn(Cc3ccccc3F)nn2)CC1,0.0,10,1.2,-2,-2,-10,-5,1,-16
O=[N+]([O-])c1ccc(S(=O)(=O)CC(CN2CCOCC2)N2CCOCC2)cc1 (centres undefined),-0.6,11,-0.4,-2,-2,16,-1,3,3
COC(=O)Cn1c2ccccc2c2nc3ccccc3nc21,-0.3,-7,-0.5,-2,-5,-20,-2,4,-37*
Cc1nc(N2CCCC2)c2c(C(=O)Nc3ccc(Br)cc3F)c(C)oc2n1,-0.4,.,-0.8,9,6,-3,-4,0,3
CCNc1nc(C23CC4CC(CC(C4)C2)C3)cs1,0.1,-9,-0.7,5,.,?,0,0,11
Cc1cnc(C(=O)N2CCCC(N3CCN(c4cccc(C(F)(F)F)c4)CC3)C2)cn1 (centres undefined),26,-4,-1.6,-1,-16,0,2,2,2
Nc1cc(Cl)ccc1N1CCCCC1,-0.8,-1,-1.4,1,3,6,6,1,0
Clc1ccc(NCc2cccnc2)cc1,0.1,-10,0.2,0,5,5,-6,3,-10
Cn1c(CCN2CCOCC2)nc2cc(NC(=O)COc3ccc([N+](=O)[O-])cc3)ccc21,-0.1,3,0.4,7,8,?,-7,1,-17
COc1ccc(OC)c(CNn2c(-c3ccccc3F)nc3ccccc3c2=O)c1,-0.8,-5,-2.3,8,.,-13,-5,5,-15
Cc1cc(Cl)ccc1OCc1cc(=O)n2c3c(sc2n1)CCCC3,0.0,.,-0.3,-5,-10,.,1,3,-31*
CC(=O)Nc1ccc(CN2CCN(CC=C(C)C)C(CCO)C2)cc1 (centres undefined),.,-16,2.0,-2,-4,4,-1,2,-2
CCCSCCCNC(=O)c1cc2c(s1)CS(=O)(=O)C2,-0.2,-5,-0.5,1,0,-4,2,2,8
COCCCN1C(=O)c2ccc(C(=O)N3CCN(c4ccc(OC)cc4)CC3)cc2C1=O,0.5,-6,-0.4,6,10,-4,-5,0,7
COc1ccc(NC(=O)c2ccccc2NC(=O)c2cccs2)cc1,0.0,1,0.3,-7,2,-16,-14,1,3
CCn1c(SCC(=O)Nc2ccccc2)nnc1-c1cccs1,2.2,7,0.1,0,-9,19,-4,4,-14
COc1ccc(OC)c(NC(=S)NCc2ccc(S(N)(=O)=O)cc2)c1,0.9,1,1.0,1,-20,2,0,0,-25
COc1ccc(CC(=O)Nc2cccc(-c3ccc4nncn4n3)c2)cc1OC,-0.1,3,0.8,10,14,-10,-1,4,-11
COc1ccc(Cl)cc1NC(=S)N1CCCCCC1,-0.5,2,-0.2,40*,10,-1,0,1,-2
COc1ccc(-c2nc(CS(=O)CC(=O)NCCc3ccc(Cl)cc3)c(C)o2)cc1OC (centres undefined),-1.4,.,-0.1,2,8,-15,-1,1,-4

# Grouped by structure, the entries above containing a Cl atom
SMILES,D2 agonist,D2 antagonist,TRHR agonist,TRHR enhancer,D2 potentiator,RXFP1 antag,D1 PAM,D1 agonist,D1 antag
COc1ccc(Cl)cc1NC(=O)CC(C)c1ccccc1 (centres undefined),0.3,7,-0.3,-3,3,-11,-5,1,1
COc1cc(OC)c(OC)cc1/C=C/c1nc2cc3ccccc3cc2c(=O)n1-c1ccc(Cl)cc1,0.1,.,8.3,-3,-9,-5,-3,23,-2
Nc1cc(Cl)ccc1N1CCCCC1,-0.8,-1,-1.4,1,3,6,6,1,0
Clc1ccc(NCc2cccnc2)cc1,0.1,-10,0.2,0,5,5,-6,3,-10
Cc1cc(Cl)ccc1OCc1cc(=O)n2c3c(sc2n1)CCCC3,0.0,.,-0.3,-5,-10,.,1,3,-31*
COc1ccc(Cl)cc1NC(=S)N1CCCCCC1,-0.5,2,-0.2,40*,10,-1,0,1,-2
COc1ccc(-c2nc(CS(=O)CC(=O)NCCc3ccc(Cl)cc3)c(C)o2)cc1OC (centres undefined),-1.4,.,-0.1,2,8,-15,-1,1,-4

# (list continues)
SMILES,D2 agonist,D2 antagonist,TRHR agonist,TRHR enhancer,D2 potentiator,RXFP1 antag,D1 PAM,D1 agonist,D1 antag
O=C1NC2(CCCCCC2)C(=O)N1Cc1ccccc1Cl,-0.1,2,-0.1,-1,-10,10,-8,1,9
CCOC(=O)c1c(C)c(C(=O)NCc2ccc(OC)cc2)c(C)n1CC,-0.1,.,-0.1,3,-13,.,-3,-1,7
O=C(NCCCCc1ccccc1)c1cccc(Br)c1,-0.6,-3,-1.3,-6,1,9,-1,1,-22
COc1ccc2[nH]cc(S(=O)(=O)c3ccc(F)cc3)c(=O)c2c1,-0.4,-10,0.1,1,-2,.,.,4,18
O=c1c(S(=O)(=O)c2cccc(Cl)c2)cn(Cc2ccccc2)c2cc(N3CCOCC3)c(F)cc12,1.7,.,0.7,7,-4,-4,-1,0,11
O=C(NCCCO)NC12CC3CC(CC(C3)C1)C2,0.6,0,-0.7,-3,7,-7,-1,2,3
COc1ccc(N2CCN(CC(=O)Nc3ccc(C)cc3)CC2)cc1,.,.,0.3,-11,.,1,-3,0,5
CCc1ccc(-n2c(-c3ccccc3)c(C)n3c4c(=O)n(C)c(=O)n(C)c4nc23)cc1,0.2,.,2.6,1,1,.,-2,-1,-7
COc1cc2[nH]c(=S)n(Cc3ccccc3)c(=O)c2cc1OC,0.1,-14,0.5,0,6,1,-2,-1,-9
COC(=O)C(NS(=O)(=O)c1ccc(F)cc1)c1ccccc1 (centres undefined),0.3,-13,-0.2,-2,3,16,-6,0,.
COC(=O)C(CCSC)NC(=O)Cn1ncc2c(=O)oc3ccc(C)cc3c21 (centres undefined),-0.1,21,0.8,-4,-6,-4,1,3,2
C[C@H]([C@@H](N)C(=O)N[C@@H](C(=O)O)[C@@H]1O[C@H](n2ccc(=O)[nH]c2=O)[C@@H](O)[C@H]1O)[C@@H](O)c1ccc(O)cn1,2.3,-9,-1.2,11,10,.,-2,4,-5
CSc1nc2ccc(NS(=O)(=O)c3c(Cl)cccc3Cl)cc2s1,0.3,-3,0.4,2,-2,.,-4,4,-1
O=c1c(Cc2c(F)cccc2Cl)c(O)ccn1CCc1c[nH]c2ccccc12,-1.2,10,-0.3,-4,5,-2,-2,-1,.
